Screening data as filed in PubChem.
FEN1 inh: blocks human flap endonuclease 1 | Potency, µM (titrated, usually from 114 µM), inactives show at the highest dose activity change, negative = inhibition, hits mostly inhibitors | Recombinant FEN1 flap cleavage, fluorescence, 15 min | P39748 | AID 588795 | hit rate 0.35% among 390,000; active = well fitted inhibition curve with a large enough effect; inconclusive = small, poorly fitted or top-dose-only effect; inactive = no such curve, though single readings can be large or run the other way; note: nearly all actives have a fitted effect of over 65% in size
Target sequence (P39748 whole entry, looked up): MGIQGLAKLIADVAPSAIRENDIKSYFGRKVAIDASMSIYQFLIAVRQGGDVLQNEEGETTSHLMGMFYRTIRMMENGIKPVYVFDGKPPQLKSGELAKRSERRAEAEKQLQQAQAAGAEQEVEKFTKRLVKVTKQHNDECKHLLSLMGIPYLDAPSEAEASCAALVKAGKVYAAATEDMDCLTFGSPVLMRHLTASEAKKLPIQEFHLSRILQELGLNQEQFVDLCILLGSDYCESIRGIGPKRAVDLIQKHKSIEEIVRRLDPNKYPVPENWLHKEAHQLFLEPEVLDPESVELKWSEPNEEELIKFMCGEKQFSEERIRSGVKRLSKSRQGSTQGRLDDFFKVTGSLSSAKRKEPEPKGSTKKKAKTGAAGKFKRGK
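Enzyme 10 nM, 15 min RT preincubation with compound; start with substrate 50 nM final; reads at 0 and 15 min; qHTS titration, four-parameter Hill fit.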
* marks the source's active call; other numbers are inactive results; ? = inconclusive; & = joins results of further samples. % is set by controls: 0 for no effect and ±100 for the full control effect; potency is the fitted concentration of half-maximal effect.

SMILES	FEN1 inh
CC(C)C(=O)Nc1ccc(COc2ccccc2CN(Cc2ccccc2)C(=O)OC(C)(C)C)cc1	-5.2%
COc1ccccc1N(CC(=O)Nc1ccc2c(c1)OCO2)S(=O)(=O)c1ccc(C)cc1	6.1%
COc1ccc(NC(=O)c2cc(-c3ccco3)nc3ccccc23)cc1	13.0%
CCC(CCNC(=O)c1ccccc1)(CCNC(=O)c1ccccc1)[N+](=O)[O-]	-6.6%
O=C1NC(=S)SC1=Cc1ccc(F)cc1	-1.9%
CC1c2ccccc2-c2ccccc2N1C (stereo not drawn)	-8.5%
O=C(C=Cc1ccccn1)c1ccccc1O	10.3%
N#CC(OC(=O)c1ccccc1)c1cccc([N+](=O)[O-])c1 (stereo not drawn)	-23.8%
Nc1cc(=O)[nH]c(=S)[nH]1	-14.8%
CN1CCCc2cc(/C=C/c3ccnc4ccccc34)ccc21	?
COc1ccc(CCNC(=O)N2c3ccccc3Sc3ccccc32)cc1	-20.2%
CCc1cccc2c(C(O)(c3c[nH]c4c(CC)cccc34)c3c[nH]c4c(CC)cccc34)c[nH]c12	1.8%
COc1ccc(/C=C/C(=O)c2cc(C(=O)/C=C/c3ccc(OC)cc3)c(O)cc2O)cc1	15.4%
N/C(=N\NS(=O)(=O)c1ccc(Cl)cc1)c1ccccn1	-0.5%
Nc1cccc2[nH]cnc12	-19.3%
Cc1ccc(CNC(=O)c2ccc3c(c2)S(=O)(=O)c2ccccc2C3=O)cc1	14.4%
O=C(CCCCC(=O)NN=Cc1ccc(Cl)cc1)NN=Cc1ccc(Cl)cc1	-0.4%
Cc1nnc(SCc2ccccc2)nc1-c1ccccc1	8.0%
Cn1ccc2cc(OCc3ccccc3)ccc21	-2.9%
CCCn1c(=N)n(CC(=O)c2ccc(OCC(=O)OC)cc2)c2ccccc21	-0.6%
CC(C)(C)n1ncc2c(=O)n(Cc3cccc(-c4cccs4)c3)cnc21	-47.0%
COc1ccc(NC(=O)N(Cc2ccc(C)cc2)Cc2ccccn2)c(OC)c1	5.8%
CC(C)NC1(C(N)=O)CCNCC1	2.8%
N#C/C(=C\c1ccc(-c2cc(Cl)ccc2Cl)o1)C(=O)Nc1cccc2ncccc12	?
O=S1(=O)CCOC[C@H](c2ccccc2)N1Cc1ccc(Cl)cc1Cl	-27.0%
S=C(NCCCN1CCN(CCCNC(=S)NC2CCCCC2)CC1)NC1CCCCC1	-4.7%
CC[C@]1(c2ccccc2C)ON(c2ccccc2C(F)(F)F)C1=O	8.2%
Cc1cc(NS(=O)(=O)c2ccc(NC(=O)COc3ccc(Cl)cc3)cc2)nc(C)n1	-0.6%
O=C(O)c1ccc(SCc2ccccc2)nc1	9.6%
CCCN(Cc1cc2cccc(C)c2[nH]c1=O)C(=O)c1cccc(OC)c1	0.7%
Cc1ccc2oc(-c3cccc(NC(=O)COc4ccc(Cl)cc4)c3C)nc2c1	6.4%
O=c1[nH]c2ccc([N+](=O)[O-])cc2[nH]1	-16.7%

Filtered by structure, those above with an NH in an aromatic ring.
SMILES	FEN1 inh
Nc1cc(=O)[nH]c(=S)[nH]1	-14.8%
CCc1cccc2c(C(O)(c3c[nH]c4c(CC)cccc34)c3c[nH]c4c(CC)cccc34)c[nH]c12	1.8%
Nc1cccc2[nH]cnc12	-19.3%
CCCN(Cc1cc2cccc(C)c2[nH]c1=O)C(=O)c1cccc(OC)c1	0.7%
O=c1[nH]c2ccc([N+](=O)[O-])cc2[nH]1	-16.7%

(further entries)
SMILES	FEN1 inh
Nc1nc(Nc2ccccc2)nc2c1ncn2[C@@H]1O[C@H](CO)[C@@H](O)[C@H]1O	12.6%
COCCN(C(=O)c1ccc(C)c(S(=O)(=O)N2CCOCC2)c1)c1c(N)n(CC(C)C)c(=O)[nH]c1=O	-1.8%
Brc1cccc(-c2cnn3c(-c4ccccc4)cc(-c4ccccc4)nc23)c1	11.9%
CC(C)Sc1nnc2n(CCc3ccccc3)c(=O)c3c4c(sc3n12)COC(C)(C)C4	16.0%
O=[N+]([O-])c1ccc(COc2cccc(CN3CCCCC3)c2)cc1	11.3%
O=S(=O)(/N=S1\CC=CCN1S(=O)(=O)c1ccccc1)c1ccccc1 (stereo not drawn)	?
O=C(NN=Cc1c(O)ccc2ccccc12)c1ccncc1	-10.7%
O=C(O)/C(=C\c1ccccc1)c1ccc2ccccc2c1	-15.5%
C#CCN1[C@@H]2CCN(C2)c2cc(Br)ccc2S1(=O)=O	?
CCOc1ccc(NC(=O)CSc2nnc3c(n2)[nH]c2ccc(S(=O)(=O)N(C)C)cc23)cc1	-2.6%
Cc1cccc(CN(C)C)c1CC(O)(c1ccccc1)c1ccccc1	-8.4%
O=C(CSc1nnc(COc2ccccc2)o1)Nc1cc(C(F)(F)F)ccc1Cl	-9.9%
CN1C[C@@H]2[C@@H]3C(=O)N(C)C(=O)[C@@H]3[C@](C)(C1=O)N2C(=O)c1ccc(Cl)cc1	18.1%
O=C(N/N=C/C=C/c1ccccc1)C(O)c1ccccc1 (stereo not drawn)	-4.7%
Cn1c(=O)c2c(nc(CN3CCOCC3)n2Cc2ccccc2)n(C)c1=O	-0.6%
O=c1c(Cl)c(O)ccn1C1OC(CO)C(O)C1O (stereo not drawn)	3.2%
CCCc1cc(N2CCCC(C(=O)Nc3cc(Cl)ccc3OC)C2)n2ncnc2n1 (stereo not drawn)	-17.9%
CC(C)OC(=O)c1ccc(NCc2cc(O)ccc2O)cc1	4.3%
COC(=O)CSc1nnc2n(-c3ccccc3)c(=O)c3c4c(sc3n12)COC(C(C)C)C4 (stereo not drawn)	15.7%
N/C(=N\OC(=O)c1ccccc1)C(Cc1ccccc1)C(=O)NOC(=O)c1ccccc1 (stereo not drawn)	-9.6%
NC1(C(=O)O)CSSC1	-16.5%
CCN(C(=O)COC(=O)CCC(=O)c1ccc(C)cc1)c1c(N)n(Cc2ccccc2)c(=O)[nH]c1=O	-1.7%
O=C(NC1c2ccccc2Oc2ccccc21)c1ccc([N+](=O)[O-])cc1	0.3%
CC(C(=O)c1ccccc1)[n+]1cccc(Cl)c1 (stereo not drawn)	-11.4%
CC(O)(CC(=O)CC(=O)c1ccccc1)c1ccccc1 (stereo not drawn)	-2.4%
COc1ccc(N2CCN(CC(O)COc3ccccc3C(C)(C)C)CC2)cc1 (stereo not drawn)	?
O=C(NCc1ccco1)Nc1cccc2ccccc12	12.7%
Cc1[nH]c2ccccc2c1C(=O)COC(=O)c1ccccc1SCC(=O)N1CCCC1	-9.7%
O=C1NCCNC1c1ccccc1 (stereo not drawn)	-4.1%
O=C1/C(=C\c2ccc([N+](=O)[O-])cc2)CS(=O)(=O)C/C1=C/c1ccc([N+](=O)[O-])cc1	?
Nc1cc2c(cc1Br)-c1c(C(=O)O)cccc1C2O (stereo not drawn)	-6.0%
CCN(CC)c1ccc(/C=C/c2nccc3ccccc23)cc1	?
COc1nccc(NCc2ccccc2)c1C#N	-11.5%
CC(=O)Nc1c(Br)cc2c(c1Br)Cc1cc([N+](=O)[O-])ccc1-2	-7.5%
CCOCc1nnc(NC(=O)c2ccc3c(c2)OCO3)s1	-5.1%
C=CCNc1cc(=O)n(Cc2ccccc2)c(=O)[nH]1	13.9%
C[n+]1ccc(/C=C/c2ccc(F)cc2)c2ccccc21	-7.4%
COc1ccc(C2c3c(oc4ccccc4c3=O)C(=O)N2CCN2CCOCC2)cc1OC (stereo not drawn)	3.9%
CCOc1ccc(NC(=O)CSc2nnc3scc(-c4ccccc4)n23)cc1	-14.5%
CCC(C)N(c1ccc(/C=C/c2ccnc3ccccc23)cc1)C(C)CC (stereo not drawn)	-22.3%
c1ccc(-c2nc(C3CCCCC3)c3sccc3n2)cc1	0.8%
COc1cc(C=O)ccc1OCCOCCOc1ccc(Cl)cc1Cl	-15.8%
O=C(Cn1cc(COc2ccc(Br)cc2[N+](=O)[O-])nn1)c1ccc(O)cc1	-0.1%
Cc1c(NC(=O)Nc2cc(F)c(F)cc2Cl)c(=O)n(-c2ccccc2)n1C	14.7%
O=C(Cc1ccc(NC(=O)C2CCN(C(=O)CCc3ccccc3)CC2)cc1)Nc1ccc(C(=O)N2CCOCC2)cc1	-2.4%
CC(C)(C)n1ncc2c(=O)n(Cc3ccc(F)c(C(F)(F)F)c3)cnc21	-9.1%
CC(=O)c1ccc(N=Nc2c(C)[nH][nH]c2=O)cc1	-20.9%
COc1ccc2c(c1)[C@H]1[C@H](CO2)[C@H](c2ccccc2)[C@]2(C)C(=O)Nc3ccc(Cl)cc3C(=O)N12	16.3%
CCN1C(Br)=CCc2ccccc21	12.3%
CCN(CC)CCNC(=O)c1ccc(NC(=O)c2cccc(S(=O)(=O)N(C)C3CCCCC3)c2)cc1	10.0%
CC(C)c1c(O)ccc2c1CC[C@H]1C(C)(C)CCC[C@]21C	-31.5%
C=CCCC(=O)N1C[C@H]2CON(C)[C@H]2C[C@H]1c1ccccc1Br	17.6%
CCOC(=O)c1cccc(NC(=O)c2c(N)n(C)c(=O)[nH]c2=O)c1	16.9%
O=S(=O)(CCc1ccccc1)CS(=O)(=O)CCc1ccccc1	-4.8%
CSc1ccc(/C=C/c2ccnc3ccccc23)cc1	-7.7%
CCc1ccccc1C1C(=O)c2ccccc2C1=O	-1.6%

More entries.
SMILES	FEN1 inh
CC1(C)SC2C(NC(=O)C3(N)CCCCC3)C(=O)N2C1C(=O)O (stereo not drawn)	1.9%
O=S1(=O)c2c(F)cccc2O[C@@H](COCc2ccccc2)CN1CCc1ccc(F)cc1	2.6%
CCCN(CC(=O)Nc1ccccc1OC)C(=O)CNC(=O)c1ccc(C)s1	-7.1%
CC(=O)NC12CC3CC(C1)CC(C(=O)Nc1cccc(S(=O)(=O)N4CCCCCC4)c1)(C3)C2	3.7%
Cc1noc(C)c1C(=O)N1CCN(S(=O)(=O)c2cccs2)CC1	9.9%
CCN(CC(=O)N1CCC(C(N)=O)CC1)S(=O)(=O)c1cc(Cl)ccc1Cl	-0.4%
CCN1C[C@@H]2[C@@H]3C(=O)N(C)C(=O)[C@@H]3[C@](C)(C1=O)N2C(=O)c1ccc(C(C)(C)C)cc1	-4.7%
CC(CCc1ccccc1)NC(=O)C1CC1 (stereo not drawn)	1.9%
CC[C@H]1C(=O)[C@@H](Cc2ccccc2)[C@@H]2CCN3C(=O)CCC[C@H]1[C@H]23	17.6%&-10.6%
CN1CCN(CCOCCOc2c(Cl)cc(Cl)cc2Cl)CC1	?
CCOC(=O)c1nc(Nc2ccccc2OC)c2ccccc2n1	8.2%
CCC(c1nnc(SCC(=O)NCC2CCCO2)n1Cc1ccccc1)N(C)C (stereo not drawn)	-14.4%
Cc1cc(C)[n+](Cc2ccccc2)cc1C(N)=O	-4.1%
O=C1CC2(CCCC2)Oc2ccc(F)cc21	14.7%
Oc1cccnc1CN1CCCCC1	2.6%
O=C(O)c1nnsc1-c1csnn1	-1.2%
OCc1cccc[n+]1Cc1ccccc1	10.6%
Cc1cn(CC(=O)NCc2ccccc2)c(=O)[nH]c1=O	18.0%
CN(Cc1ccccc1)C(=O)c1ccc(NC(=O)Cc2ccc(NC(=O)C3CCCN(C(=O)C4CCCC4)C3)cc2)cc1 (stereo not drawn)	-21.6%
CCN1C[C@@H]2[C@@H]3C(=O)N(Cc4ccccc4)C(=O)[C@@H]3[C@](Cc3ccccc3)(C1=O)N2C(=O)c1ccc(C)cc1	-1.3%
O=C(NCCCCNC(=O)c1ccccc1Br)c1ccccc1Br	7.0%
NC(=S)N=Nc1c(O)[nH]c2c(Cl)cc(Cl)cc12	?
Cn1c(=O)c2[nH]c(CCCCc3nc4ccccc4[nH]3)nc2n(C)c1=O	1.3%
CC[N+]1(CC(=O)c2cccs2)CCCCC1	19.4%
CC(=O)N(O)CCCCCNC(=O)CCC(=O)N(O)CCCCCNC(=O)CCC(=O)N(O)CCCCCNC(=O)CCC(=O)O	17.7%
Cc1nn(-c2ccccn2)c2c1-c1nc(N)sc1CC2	?
CC1=NN(c2nc(N)nc(/C(C#N)=C/c3ccc([N+](=O)[O-])o3)n2)C(C)(C)C1	9.0%
Cc1ccc(S(=O)(=O)N(CCCc2c(C)nc[nH]c2=O)c2ccccc2)cc1	4.8%
CN(C(=O)Nc1cccc([N+](=O)[O-])c1)c1ccccc1	3.3%
COc1cccc(C(=O)CC2(O)C(=O)N(Cc3ccccc3)c3ccccc32)c1 (stereo not drawn)	0.3%
Cc1cc(C)c(OCCOCCn2c(-c3ccc(Cl)cc3)nc3ccccc3c2=O)c(C)c1	-0.7%
CN1CCN(c2ccc(S(=O)(=O)N3CCOCC3)cc2NC(=O)COc2ccc(C#N)cc2)CC1	-11.0%
COc1ccc(S(=O)(=O)N2CCOCC2)cc1NC(=O)C1CCN(S(=O)(=O)c2ccc(Cl)cc2)CC1	-2.1%
Nc1ccc(C=O)cc1	1.5%
O=C(CSc1ncn[nH]1)N/N=C/c1ccc(F)cc1	-2.1%
C[C@H]1CN[C@@H](CCO)/C1=C\c1ccccc1	21.0%
CCC1(CC)Cc2ccccc2-c2[nH]c(=S)[nH]c(=O)c21	-6.5%

These rows are one share of the data, so the mix of outcomes need not match the whole.
